# p53null 32C tox = p53 null cell cytotoxicity, permissive temperature; H1299-neo p53 null cells, ATP luminescence, 24 h, 32C; 55,000 tested, 0.62% active; Potency, µM (highest dose often 46.1 µM), inactives show at the highest dose activity change, negative = cytotoxicity, actives largely listed as cytotoxic;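 note: 0% = DMSO only and -100% = full killing by 100 µM tamoxifen; nearly all actives have a fitted effect of over 55% in size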
#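 ATP-content luminescence in p53-null H1299-neo cells after 24 h compound exposure (up to 46 uM) at 32C permissive temperature; 0% and 100% killing set by DMSO and 100 uM tamoxifen; Hill-equation AC50.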
# p53null 39C kill = kills p53 null cells at the nonpermissive temperature; 55,000 tested, 0.97% active; Potency, µM (top dose mostly 46.1 µM), inactives show at the top dose activity, negative = cell killing, usual class: cytotoxic; H1299 p53-null (neo) cells, 39C, ATPlite viability, 24 h; AID 904;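 note: 0% = DMSO only and -100% = full killing by 100 µM tamoxifen; nearly all actives have a fitted effect of over 50% in size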
#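 Cells seeded at 600/well, 37C overnight. Compound added (up to 46 uM), plates shifted to 39C for 24 hr. ATPlite added, luminescence read after 20 min at room temperature.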
# An asterisk follows results filed as active; ? = inconclusive; [ ] = remark or other dose. Calls come from the whole dose curve; as a rule, active = well fitted cell-killing curve with a large enough effect; inconclusive = small, poorly fitted or top-dose-only effect; inactive = no such curve, though single readings can be large or run the other way. Potency is the fitted concentration of half-maximal effect.
SMILES,p53null 32C tox,p53null 39C kill
COc1cc(/C=C2\SC(=O)N(CCNC(=O)c3cnc(C)cn3)C2=O)cc(OC)c1OC,-12%,-13%[1.84 µM]
N#CCSc1nnc(CNc2ccc(F)cc2)o1,-4%,-3%
O=C(NCc1ccccc1)Oc1cccc(Cl)c1,-12%,-17%
Cc1ccc(-c2nnn(CC(=O)N(Cc3ccco3)C(C(=O)NC3CCCC3)c3cccs3)n2)o1 (stereo unspecified),-2%,-1%
CCn1cc([N+](=O)[O-])c(C(=O)N2N=C(c3ccc4ccccc4c3)CC2c2cc(Br)ccc2O)n1 (stereo unspecified),18%,-10%
COc1ccc2oc(=O)c(C(=O)NCc3ccc4c(c3)OCO4)cc2c1,8%,8%
Cc1c(C(=O)N2CCCC2)sc(NC(=O)c2ccc(Cl)cc2)c1C#N,1%,-18%
c1ccc(C(c2nnnn2C2CCCC2)N2CCN(c3ccccc3)CC2)cc1 (stereo unspecified),-3%,-2%
NC(=O)c1ccccc1N/C=C/C(=O)c1cccs1,13µM*,11µM*
Cn1c(=O)c2c(nc(SCc3ccccc3)n2Cc2ccc(Cl)cc2)n(C)c1=O,6%,-5%
C=CCOc1ccc(Oc2cc(C)nc(SC)n2)nn1,12%,-2%
COc1cc(Nc2ccc(C)cc2)c([N+](=O)[O-])nc1[N+](=O)[O-],4%,24%
O=c1[nH]nnc2sc3c(c12)CCCC3,8%,33%
Oc1oc(-c2cccc3ccccc23)nc1/C=N/c1nccs1,-2%,-2%[1.84 µM]
CCCCCCC(=O)Nc1nnc(CC)s1,9%,6%
CCOc1cccc(C(=O)N(Cc2ccco2)C2CCS(=O)(=O)C2)c1 (stereo unspecified),8%,17%
COc1ccc(NCc2nnc(SCC(=O)NCc3ccccc3)n2-c2ccccc2OC)cc1,8%,2%
CCCNS(=O)(=O)c1ccc(OCC(=O)NCCCOC)cc1,-2%,9%
O=C(Nc1cccc2c1[nH]c1ccccc12)C(F)(F)F,-2%,-4%
Cc1cccc(NC(=O)C2SC(=Nc3c(C)cccc3C)C(C(=O)N3CCOCC3)=C2N)c1 (stereo unspecified),-2%,8%
NC(=O)C1CCN(C(=O)c2ccco2)CC1,-1%,0%
CC1CCCCN1S(=O)(=O)c1ccc(S(=O)(=O)NCCc2ccncc2)cc1 (stereo unspecified),-2%,27%
c1ccc(Cn2nnnc2C(c2cccs2)N2CCSCC2)cc1 (stereo unspecified),3%,5%
CCOc1nc(-c2ccccc2)ccc1-c1noc(COC)n1,-4%,-7%
O=C(Nc1ccccn1)c1ccc(COc2ccccc2Cl)o1,-1%,10%
CCCCn1cnc2c(cnn2-c2ccc(Cl)cc2)c1=O,-10%,19%
COc1cc(/C(C)=N/NC(=O)Cc2c(C)[nH][nH]c2=O)ccc1O,2%,-6%
O=c1oc2ccccc2c(Nc2ccccc2)c1[N+](=O)[O-],3%,18%
CC(C)(C)C(=O)Cn1c(=N)n(Cc2ccccc2)c2ccccc21,0%,-11%
COc1ccccc1C(=O)NCCn1cc(SCC(=O)Nc2cc(C)on2)c2ccccc21,0%,-16%

# By substructure, those above containing two or more sulfur atoms (2)
SMILES,p53null 32C tox,p53null 39C kill
CC1CCCCN1S(=O)(=O)c1ccc(S(=O)(=O)NCCc2ccncc2)cc1 (stereo unspecified),-2%,27%
c1ccc(Cn2nnnc2C(c2cccs2)N2CCSCC2)cc1 (stereo unspecified),3%,5%

# More compounds
SMILES,p53null 32C tox,p53null 39C kill
CCc1nn(CC(=O)N2CCN(Cc3ccc4c(c3)OCO4)CC2)c(=O)c2cc3occc3n12,4%,-8%
COc1ccc(Nc2oc(COc3ccc(OC)cc3)nc2C#N)cc1,-27%,?
CC1(C)CC(=O)C=C(NC2CCCCCCC2)C1,-4%,1%
O=C(Oc1cccc2cccnc12)c1cccc(-n2cnnn2)c1,1%,23%
Cc1ccc(S(=O)(=O)N2CCC(N3CCCCCC3)CC2)cc1,3%,0%
CN1CCN(C(=O)c2ccc(CS(=O)(=O)c3c(Cl)cccc3Cl)o2)CC1,5%,7%
CCOC(=O)C1CCCN(C(=O)c2ccc3c(=O)n(CCOC)c(=S)[nH]c3c2)C1 (stereo unspecified),-8%,-3%
Fc1ccccc1CSc1nnc(-c2cnccn2)n1Cc1ccco1,-13%,-6%
O=C(Nc1ccccc1N1CCN(c2ccccc2)CC1)C12CC3CC(CC(C3)C1)C2,-2%,8%
O=C(c1ccccc1)C(Sc1ncn[nH]1)c1ccccc1 (stereo unspecified),13%,20%
Cc1ccc(-c2nc3ccccn3c2NC(=O)c2ccco2)cc1,4%,-10%
Cc1ccc(-n2nc(C)c3c2OC(N)=C(C#N)C3c2ccc(C)o2)cc1 (stereo unspecified),-13%,-27%
COc1cc(C2NC(=S)NC(C)=C2C(=O)OC(C)C)ccc1OC(C)C (stereo unspecified),7%,-3%
Cc1ccc(C(=O)CSc2nnc(COc3ccc(C#N)cc3)n2-c2ccccc2)cc1,5%,-4%
O=C(CN1C(=O)CCC1=O)Nc1nc(-c2nc3ccccc3s2)cs1,-24%,-13%
COc1ccc(N2CCN(CC(=O)Nc3nnc(-c4ccccc4)s3)CC2)cc1,3%,0%
COc1cc(C2CC(=O)n3c(nc4ccccc43)S2)cc(OC)c1OC (stereo unspecified),1%,8%
Clc1ccc(-n2nnnc2-c2cnc(-c3ccncc3)nc2-c2cccs2)cc1,-3%,-5%
CCC1(CC)Cc2ccccc2-c2nc(NCCO)[nH]c(=O)c21,-10%,6%
Cc1cnc(NC(=O)CN2CCN(c3ccccc3F)CC2)s1,6%,7%
O=C(NCc1ccco1)C1CCN(S(=O)(=O)Cc2ccccc2)CC1,-1%,4%
COc1ccc2c(OC)cc(-c3ccccc3)nc2c1,-3%,3%
Cc1ccccc1Cn1c(CN2CCc3ccccc3C2)nc2c1c(=O)n(C)c(=O)n2C,6%,4%
CCCC1CCc2c(sc(NC(=O)OCC)c2C#N)C1 (stereo unspecified),5%,10%
CC1(C)CC(=O)c2sc(NS(=O)(=O)Cc3ccccc3)nc2C1,?,-17%
O=C(NCc1cccnc1)c1cccc(NC(=O)c2ccco2)c1,-20%,6%
COc1cccc(-n2c(SCC(=O)NC3CCCC3)nnc2-c2ccco2)c1,-1%,20%
Cn1c(=O)c2c(ncn2CC(=O)OCC(=O)NCc2ccc(Cl)cc2)n(C)c1=O,-11%,6%
COc1nc(NCc2ccco2)nc(NC2CCCCC2)n1,3%,8%
COCCN(CC(=O)NCc1ccc2c(c1)OCO2)C(=O)CCC(=O)Nc1nccs1,0%,4%
CCCCN(CC)CCNC(=O)c1cc2c(C)nc3ccccc3c2o1,6%,5%
CCCCOc1ccc(N(CC(=O)NC2CCCC2)C(=O)CCC(=O)Nc2ccccn2)cc1,4%,4%
CC(C)n1c(SCC(=O)Nc2ccccc2)nc2c1c(=O)n(C)c(=O)n2C,-1%,22%
CCc1ccccc1NC(=O)CSc1nc2ccccc2n1CC(=O)N1CCCC1,-6%,-1%
COc1ccc(C)cc1NC(=O)C(OC(=O)c1ccc(Cl)c(S(=O)(=O)N(C)c2ccccc2)c1)c1ccccc1 (stereo unspecified),17%,21%

# By substructure, those above with a halogen.
SMILES,p53null 32C tox,p53null 39C kill
N#CCSc1nnc(CNc2ccc(F)cc2)o1,-4%,-3%
O=C(NCc1ccccc1)Oc1cccc(Cl)c1,-12%,-17%
CCn1cc([N+](=O)[O-])c(C(=O)N2N=C(c3ccc4ccccc4c3)CC2c2cc(Br)ccc2O)n1 (stereo unspecified),18%,-10%
Cc1c(C(=O)N2CCCC2)sc(NC(=O)c2ccc(Cl)cc2)c1C#N,1%,-18%
Cn1c(=O)c2c(nc(SCc3ccccc3)n2Cc2ccc(Cl)cc2)n(C)c1=O,6%,-5%
O=C(Nc1cccc2c1[nH]c1ccccc12)C(F)(F)F,-2%,-4%
O=C(Nc1ccccn1)c1ccc(COc2ccccc2Cl)o1,-1%,10%
CCCCn1cnc2c(cnn2-c2ccc(Cl)cc2)c1=O,-10%,19%
CN1CCN(C(=O)c2ccc(CS(=O)(=O)c3c(Cl)cccc3Cl)o2)CC1,5%,7%
Fc1ccccc1CSc1nnc(-c2cnccn2)n1Cc1ccco1,-13%,-6%
Clc1ccc(-n2nnnc2-c2cnc(-c3ccncc3)nc2-c2cccs2)cc1,-3%,-5%
Cc1cnc(NC(=O)CN2CCN(c3ccccc3F)CC2)s1,6%,7%
Cn1c(=O)c2c(ncn2CC(=O)OCC(=O)NCc2ccc(Cl)cc2)n(C)c1=O,-11%,6%
COc1ccc(C)cc1NC(=O)C(OC(=O)c1ccc(Cl)c(S(=O)(=O)N(C)c2ccccc2)c1)c1ccccc1 (stereo unspecified),17%,21%

# Screening results from PubChem.

# These rows are one share of the data (hit frequency here may not be typical).
